# TEAD-YAP inh: TEAD-YAP interaction inhibition; 640,000 tested, 1.4% active; HEK-TIYL cells, TEAD-Gal4/YAP UAS-luciferase luminescence; AID 1259422; inhibition, % at 9.12 µM; in the data active = inhibition above about 32%;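 also: 0% = median of test compound wells and 100% = reference inhibitor wells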
# FBW7 act: human FBW7 E3 ligase activation, primary screen. Q969H0. AlphaScreen FBW7–phospho-cyclin E peptide binding, activator screen. normalized activity (activation), % at 26.1 µM. 650,000 tested, 0.13% active. AID 1259310; in the data active = normalized activity above about 1.9%;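 also: purified mutant Fbw7 with reduced substrate affinity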
# GPR151 ag: human GPR151 activation. Q8TDV0. AID 1508602. 650,000 tested, 1% active. PathHunter beta-arrestin GPR151 cells, luminescence. activation, % at 11.2 µM; in the data active = activation above about 4.9%;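 also: 0% = median of compound wells and 100% = cells with positive control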
# Target sequence (Q8TDV0 whole entry, looked up): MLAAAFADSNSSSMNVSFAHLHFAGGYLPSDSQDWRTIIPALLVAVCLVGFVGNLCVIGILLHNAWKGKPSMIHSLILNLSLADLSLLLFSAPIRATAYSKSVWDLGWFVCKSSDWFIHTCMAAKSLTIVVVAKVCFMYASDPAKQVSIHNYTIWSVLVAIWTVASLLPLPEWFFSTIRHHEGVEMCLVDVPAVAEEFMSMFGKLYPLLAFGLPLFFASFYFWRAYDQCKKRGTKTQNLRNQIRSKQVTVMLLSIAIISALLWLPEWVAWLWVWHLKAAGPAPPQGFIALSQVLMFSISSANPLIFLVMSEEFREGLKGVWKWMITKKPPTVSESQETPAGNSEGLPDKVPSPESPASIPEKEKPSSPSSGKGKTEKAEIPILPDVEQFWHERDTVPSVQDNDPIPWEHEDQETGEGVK
# MITF inh: human MITF inhibition, primary screen; O75030; AlphaScreen MITF homodimerization, bead proximity signal; inhibition, % at 2.6 µM; 650,000 tested, 0.91% active; AID 1259374; in the data active = inhibition above about 50%;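 also: 0% = vehicle wells with protein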
# Target sequence (O75030 whole entry, looked up): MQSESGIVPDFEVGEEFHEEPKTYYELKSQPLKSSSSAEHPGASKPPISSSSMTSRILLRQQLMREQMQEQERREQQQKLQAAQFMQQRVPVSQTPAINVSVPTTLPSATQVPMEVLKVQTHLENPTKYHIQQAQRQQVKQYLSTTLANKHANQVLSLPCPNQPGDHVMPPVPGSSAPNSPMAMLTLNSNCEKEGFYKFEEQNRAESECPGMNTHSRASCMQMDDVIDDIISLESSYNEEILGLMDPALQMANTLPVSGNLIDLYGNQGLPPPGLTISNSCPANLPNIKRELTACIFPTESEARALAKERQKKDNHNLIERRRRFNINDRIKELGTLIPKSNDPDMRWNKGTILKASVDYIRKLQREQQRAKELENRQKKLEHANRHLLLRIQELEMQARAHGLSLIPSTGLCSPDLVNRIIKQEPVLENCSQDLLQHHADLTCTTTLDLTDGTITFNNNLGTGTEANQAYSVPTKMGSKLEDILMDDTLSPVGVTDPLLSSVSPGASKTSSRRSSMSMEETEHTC
# * marks the source's active call; other numbers are inactive results; & = joins results of further samples.
entry	mol	TEAD-YAP inh	FBW7 act
1	Cc1cccc(-c2nc(CN3CCCC(C(=O)NCc4ccco4)C3)c(C)o2)c1 (stereo not given)	-8	0.5
2	CCCCOC(=O)N/N=C/c1ccccc1	-68	0.0
3	Cc1ccc2c(c1)c(=O)nc1n2CC(O)=C1c1nc2ccccc2[nH]1	-7	0.1
4	O=C(COc1ccccc1)Oc1ccc2nc(N3CCCC3)sc2c1	-41	-0.1
5	O=C(NC1CC1)c1ccc2nc(-c3ccco3)c(-c3ccco3)nc2c1	9	-1.2
6	CCOC(=O)c1ccc(NC(=S)N(Cc2cccs2)C2CCCC2)cc1	-13	-0.1
7	N#CC1=C(N)OC2=C(C(=O)CCC2)C12C(=O)Nc1ccc([N+](=O)[O-])cc12 (stereo not given)	-22	0.1
8	COC(=O)c1cc(NC(=O)c2sc3nc(C)n(C)c(=O)c3c2C)cc(C(=O)OC)c1	5	-0.1
9	CCCCSc1nnc2c(n1)OC(c1ccccc1OCC(=O)O)Nc1ccc(Br)cc1-2 (stereo not given)	4	0.1
10	Cc1cnc(CNc2cc(-c3cncc(Br)c3)nc(-c3ccccc3)n2)cn1	-2	-0.2

entry	GPR151 ag	MITF inh
1	0.1	23
2	-0.8	0
3	0.6	5
4	9.1*	7
5	0.3	71*
6	-0.8	-7
7	0.1	-12
8	0.5	-1
9	1.0	-4
10	1.1	7

# Record cards (already shown). Screens in order: TEAD-YAP inh | FBW7 act | GPR151 ag | MITF inh
# O=C(COc1ccccc1)Oc1ccc2nc(N3CCCC3)sc2c1 as listed: -41 | -0.1 | 9.1* | 7
# N#CC1=C(N)OC2=C(C(=O)CCC2)C12C(=O)Nc1ccc([N+](=O)[O-])cc12 (stereo not given) as listed: -22 | 0.1 | 0.1 | -12
# COC(=O)c1cc(NC(=O)c2sc3nc(C)n(C)c(=O)c3c2C)cc(C(=O)OC)c1 as listed: 5 | -0.1 | 0.5 | -1
# CCCCOC(=O)N/N=C/c1ccccc1 as listed: -68 | 0.0 | -0.8 | 0
# Cc1ccc2c(c1)c(=O)nc1n2CC(O)=C1c1nc2ccccc2[nH]1 as listed: -7 | 0.1 | 0.6 | 5

# Remaining list, next part
entry	mol	TEAD-YAP inh	FBW7 act
11	Brc1cccc(Nc2nc3nonc3nc2NCc2ccco2)c1	87*	0.6
12	Cc1cc(Cl)ccc1OCC(=O)Nc1ccccc1C(=O)Nc1ccccc1	2	0.0
13	O=C(NCc1ccccn1)c1nnc(Cc2cccc(F)c2)o1	19	0.4
14	COc1ccc(S(=O)(=O)NC(CC(=O)O)c2ccco2)cc1 (stereo not given)	-4	0.0
15	COc1cc(OC)c(OC)cc1CN1CCN(c2ccccc2OC)CC1	6	-0.1
16	O=C(Cn1ncc2ccccc21)Nc1cc(-c2cccc(F)c2)no1	-56	-0.1
17	Cc1cc2c(c(=O)n1Cc1ccccn1)C(c1ccco1)C(C#N)=C(N)O2 (stereo not given)	-3	-0.1
18	Cc1ccc(-c2csc3nnc(SCC(=O)NC(N)=O)n23)cc1	1	0.2
19	CCOC(=O)c1ccsc1NC(=O)CN1C(=O)c2ccccc2C1=O	5	0.2
20	Cc1cc(C(=O)CCC(=O)OC/C(O)=C(\C#N)c2nc3ccccc3[nH]2)c(C)s1	5	0.6

entry	GPR151 ag	MITF inh
11	0.2	-4
12	1.3	5
13	-2.3	6
14	-0.8	-12
15	-0.5	38
16	0.1	3
17	0.3	-10
18	6.3*	7
19	-1.6	15
20	-0.8	11

# Continuation.
entry	mol	TEAD-YAP inh	FBW7 act
21	NS(=O)(=O)c1ccc(-c2ccccc2)cc1	-2	-0.1
22	CCCCOCCCNC(=O)CCCOc1ccccc1	7	0.0
23	Cc1ccc(CCC(=O)Nc2ccc(Cl)cc2Cl)o1	-9	0.0
24	O=C(N/N=C/c1ccccc1F)c1ccc(Cl)cc1O	3	0.1
25	CCOc1ccc(CCN2CNc3c(c(=O)n(C)c(=O)n3C)C2)cc1OCC	6	0.4
26	O=C(c1cccc([N+](=O)[O-])c1)c1ccc2c(c1)C(=O)N(c1cccc([N+](=O)[O-])c1)C2=O	3	-0.1
27	O=C(Cc1c[nH]c2ccccc12)N1CCN(S(=O)(=O)c2ccc(F)cc2)CC1	-5	-0.1
28	N#Cc1ccc(CON2C(=O)CCC2=O)cc1	5	0.2
29	Cc1cc(=O)oc2c1ccc1occ(Nc3ccc(Br)c(Cl)c3)c12	-6	-0.1
30	O=C(NCc1ccco1)c1cccn2c(=O)c3sccc3nc12	21	-0.1

entry	GPR151 ag	MITF inh
21	0.1	1
22	0.3	5
23	0.6	14
24	-1.3	4
25	-0.2	4
26	0.4	-2
27	3.4	5
28	0.5	6
29	2.2	-3
30	-1.2	2

# More results follow:
entry	mol	TEAD-YAP inh	FBW7 act
31	CCN(CC)c1ccc(/C=N/NC(=O)c2ccccc2O)c(O)c1	8	-0.1
32	CN(C)c1ccc(C2CC(c3ccc(Br)cc3)=NN2C(=O)CCC(=O)O)cc1 (stereo not given)	2	-0.1
33	CCN(CC)c1nc(Nc2ccc(OC)cc2)nc(Nc2cc(C)ccc2C)n1	2	-0.1
34	Cc1ccc(N2C(=O)CC(Sc3nc4ccccc4s3)C2=O)cc1C (stereo not given)	-4	0.0
35	CCCCc1cc(=O)oc2cc(OCC(=O)c3ccc(F)cc3)ccc12	-10	0.1
36	CCN1CNC(=S)N(c2cccc(Cl)c2)C1	-14	0.3
37	COC(=O)[C@@H]1C[C@H](NC(=O)c2cccc(-n3nc(C)cc3C)c2)CN1Cc1ccccc1	3	0.0
38	CCC(C)NC(=O)CSc1ncccc1C(=O)O (stereo not given)	9	0.1
39	CC(C)(C)NCC(O)COc1ccccc1Cl (stereo not given)	3	0.1
40	Cc1nc(NCc2cnn(C)c2)sc1-c1ccn(CCc2cccs2)n1	-10	0.0

entry	GPR151 ag	MITF inh
31	-0.1	-16
32	0.1	11
33	1.2	5
34	-0.7	18
35	-0.3	40
36	2.3	-3
37	0.0	11
38	5.1*	7
39	-0.8	-53
40	2.7	9

# (more compounds)
entry	mol	TEAD-YAP inh	FBW7 act
41	O=C1Nc2ccccc2C12OCC(CO)([N+](=O)[O-])CO2 (stereo not given)	1	0.2
42	C[N+](C)(C)C[C@H](O)CC(=O)O	6&-7&-3&3	-0.1&0.1&0.1&0.2
43	COc1cccc2cc(C(=O)NCCCN3CCOCC3)oc12	-1	0.2
44	O=C(CN(Cc1ccccc1)S(=O)(=O)c1ccccc1)NCc1ccc(Cl)cc1	8	-0.1
45	COc1ccc(-c2noc(CNC(=O)C(C)Oc3ccc(Br)cc3)n2)cc1 (stereo not given)	23	0.8
46	O=C(CSc1nc2ccccc2o1)N/N=C/c1ccc(O)cc1	-39	-0.4
47	COc1ccccc1-n1c(/C=C\c2cccc(C(F)(F)F)c2)nc2ccccc2c1=O	-6	-0.2
48	Cc1nc2cc3nc(C(F)(F)F)[nH]c3cc2[nH]1	4	0.2
49	Nc1nn(S(=O)(=O)c2ccc(F)cc2)cc1-c1cccc(F)c1	-8	0.0
50	O=C(Oc1ccc2ccccc2c1Br)C1CCCO1 (stereo not given)	5	0.2

entry	GPR151 ag	MITF inh
41	-0.2	15
42	0.4&3.7&-0.8&-1.1	4&16&-10&22
43	-0.8	-18
44	0.4	3
45	2.2	9
46	-1.0	21
47	1.3	-4
48	-0.8	7
49	1.3	18
50	1.3	2

# Additional entries
entry	mol	TEAD-YAP inh	FBW7 act
51	NN(CCC(=O)NC1CCCCC1)C1=NS(=O)(=O)c2ccccc21	-11	0.0
52	C[C@H](CNc1nccc(Nc2ccncn2)n1)c1ccccc1	-27	-0.1
53	CC1CCN(Cc2ccc(Nc3c(-c4ccc5c(c4)OCC(=O)N5)c(=O)c3=O)cc2)CC1	-4	-0.1
54	O=C(Nc1nnc(-c2ccccc2Cl)o1)c1cccc(N2C(=O)CCC2=O)c1	0	-0.1
55	N#Cc1ccc(NC(=O)CN2C(=O)NC3(CCCC3)C2=O)cc1	-9	0.0
56	O=C(CCCn1c(=S)[nH]c2ccccc2c1=O)NCC1COc2ccccc2O1 (stereo not given)	-3	-0.1
57	Cc1ccnc(NC(=O)/C=C/c2cccs2)c1	55*	0.8
58	Cc1ccc2nc(C)c(C(=O)NCCc3ccncc3)n2c1	-7	0.0
59	CC(=O)Nc1ccc(N=Cc2cc(C)n(-c3cccc([N+](=O)[O-])c3)c2C)cc1	9	-0.1
60	Cc1nc(Nc2ccc(F)cc2)nc2c1C(=O)CC(C)C2 (stereo not given)	-12	-0.1

entry	GPR151 ag	MITF inh
51	-0.2	-2
52	-0.3	0
53	2.6	6
54	0.5	3
55	2.7	2
56	0.4	3
57	-6.3	16
58	-0.3	4
59	-0.7	2
60	0.9	6

# Next section
entry	mol	TEAD-YAP inh	FBW7 act
61	CC(C)CCn1c(SCC(=O)N2CCCC2)nc2ccsc2c1=O	-6	-0.1
62	Cc1sc(NC(=O)CCc2ccccc2)c(C(=O)O)c1C	-8	0.0
63	CCOCCCNCC(=O)N1CCc2ccccc2C1	0	-0.1
64	Cc1cccc(NC(=O)c2cccc(Cl)c2)c1C	-6	-0.1
65	NC(=O)CNC(=O)c1ccc2ccccc2n1	6	0.6
66	O=C(NC1CCCCC1)c1cc(S(=O)(=O)N2CCOCC2)c(Cl)cc1Cl	-7	0.4
67	CS(=O)(=O)N1CCN(c2ccc(NC(=O)COc3ccccc3[N+](=O)[O-])cc2)CC1	9	-0.1
68	CCOc1ccc(NC(=O)CSc2nc(=O)n(CCCN3CCOCC3)c3c2CCCC3)cc1	1	-0.1
69	C=CCNc1nc(Cl)nc(Nc2cc(Cl)ccc2OC)n1	-32	-0.1
70	COc1ccc(CCNS(=O)(=O)c2c(C)noc2C)cc1OC	-15	-0.1

entry	GPR151 ag	MITF inh
61	2.0	-3
62	3.1	-7
63	-0.8	48
64	-0.3	6
65	1.5	11
66	-0.4	18
67	-2.2	-1
68	2.3	9
69	1.4	-9
70	-0.5	-5

# Retrieved one by one from the entries so far:
entry	mol	TEAD-YAP inh	FBW7 act
65	NC(=O)CNC(=O)c1ccc2ccccc2n1	6	0.6
66	O=C(NC1CCCCC1)c1cc(S(=O)(=O)N2CCOCC2)c(Cl)cc1Cl	-7	0.4
64	Cc1cccc(NC(=O)c2cccc(Cl)c2)c1C	-6	-0.1
69	C=CCNc1nc(Cl)nc(Nc2cc(Cl)ccc2OC)n1	-32	-0.1
61	CC(C)CCn1c(SCC(=O)N2CCCC2)nc2ccsc2c1=O	-6	-0.1
63	CCOCCCNCC(=O)N1CCc2ccccc2C1	0	-0.1

entry	GPR151 ag	MITF inh
65	1.5	11
66	-0.4	18
64	-0.3	6
69	1.4	-9
61	2.0	-3
63	-0.8	48

# Next section
entry	mol	TEAD-YAP inh	FBW7 act
71	CS(=O)(=O)Nc1ccc(Cl)c2cccnc12	23	-0.1
72	CCc1ccc(C2NC(=O)NC(C)=C2C(=O)OC2CCCC2)cc1 (stereo not given)	0	0.4
73	NS(=O)(=O)c1ccc(-c2ccc(-n3cnnn3)cc2)cc1	9	0.0
74	CC(CCc1ccccc1)NC(=O)c1cccc(N2CCCC2=O)c1 (stereo not given)	-10	-0.1
75	CCCC(=O)Nc1nnc(COc2ccccc2)s1	-3	0.0
76	CCOC(=O)c1c(NC(=O)CSc2nnc(CNC(=O)c3ccc([N+](=O)[O-])cc3)n2-c2ccc(F)cc2)sc2c1CCC2	1	0.0
77	Cc1cc2c(o1)CCc1sc(N(C)C(=O)C(C)(C)C)nc1-2	1	0.2
78	C=C(C)CN(CC)C(=O)CC1C(=O)NCCN1C/C=C/c1ccccc1OC (stereo not given)	5	-0.2
79	O=C(CNC(=O)c1ccncc1)N=Nc1c(O)[nH]c2ccccc12	6	0.2
80	Cc1cc2cc(C#N)c(NCCNC(=S)NCCCN3CCOCC3)nc2cc1C	-2	0.1
81	O=S(=O)(NC1CC1)c1ccc(S(=O)(=O)N2CCC3(CC2)OCCO3)cc1	-5	-0.2

entry	GPR151 ag	MITF inh
71	-1.6	12
72	-1.1	3
73	-0.4	-7
74	-0.5	0
75	0.3	4
76	0.5	9
77	2.0	0
78	-0.6	9
79	-0.6	9
80	1.0	14
81	0.3	-6

# Screening results as filed in PubChem.
